PAFAH2 FP inh = PAFAH2 enzyme inhibitors, primary screen, biochemical, fluorescence polarization, human. 340,000 compounds, 0.99% hits. recombinant PAFAH2, FP-rhodamine activity probe. inhibition, % at 3.39 µM. Platelet-activating factor acetylhydrolase 2, cytoplasmic (Homo sapiens), Q99487. AID 492956, 2010;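 active = inhibition above the mean over all tested compounds plus 3 SD, cut at about 30% in these data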;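 also: inhibitors block probe labeling of enzyme so polarization drops; 0% = enzyme with DMSO and 100% = wells lacking PAFAH2 protein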
* marks the source's active call; other numbers are inactive results. A portion of the library; the hit share may differ from the screen's.

PAFAH2 FP inh,molecule
-3.9,COc1ccc(CCN(C)C/C=C/c2ccccc2)cc1OC
1.6,CC(C)(C)c1ccc(N2C(=O)CC(c3ccccc3)C2=O)cc1 (stereo unspecified)
-6.9,CC(C)(C)OC(=O)N(Cc1ccccc1)Cc1ccccc1OCc1ccc(NC(=O)C2CCC2)cc1
-5.3,CCN(CC(=O)N1CCCC1)S(=O)(=O)c1ccccc1
-5.0,Cc1ccc(S(=O)(=O)N(C)c2ccc(OCC(=O)Nc3ccc(S(C)(=O)=O)cc3)cc2)cc1
0.9,CC(C)n1c(SCC(N)=O)nc2c1c(=O)[nH]c(=O)n2C
2.7,CCOc1ccccc1N=C1SCC(C)N1C(=O)C1CCN(c2ncnc3sc(C)c(C)c23)CC1 (stereo unspecified)
2.5,CC(=O)Nc1ccc(S(=O)(=O)N(C)c2ccc(OCC(=O)NCCc3ccccc3F)cc2)cc1
1.4,O=C(Nc1ccccc1)c1cc2ccccc2s1
-3.2,CCOc1ccc(S(=O)(=O)Nc2cccc(C(=O)N(C)CC(=O)Nc3ccc(OC)cc3)c2)cc1
5.2,CC(C)(C)C(=O)NN=C1CCC(c2ccccc2)CC1 (stereo unspecified)
5.3,CCc1ccc(CN2CCC(n3nccc3NC(=O)Cc3ccccc3)CC2)o1
-23.5,CCOc1ccc(C(=O)NCC2CCN(CC3CCCCC3)CC2)cc1
-25.9,CC(C)(C)OC(=O)N(CCc1ccccc1)Cc1cccc(OCc2cccc(NC(=O)c3ccccc3)c2)c1
3.5,O=C(O)CCn1c(SCCOc2ccccc2F)nc2ccccc21
7.9,COCCNC(=O)CN(C(=O)c1ccc(N2CCCC2)nc1)c1ccc(F)c(Cl)c1
-4.1,C#CC(CCN1CCCCC1)(OC)c1ccccc1 (stereo unspecified)
0.1,O=C(NNS(=O)(=O)c1ccc([N+](=O)[O-])cc1)c1ccccc1
0.1,CCN(CC)c1ccc(-c2nn3c(-c4cccnc4)nnc3s2)cc1
58.9*,O=C1C=CC(=O)C(CNc2ccc(C(=O)OCc3ccccc3)cc2)=C1
2.2,COc1cc(OC)c2c(-c3ccccc3)cc(C3CCCCC3)nc2c1
3.4,CC[C@@H](C)[C@H](NC(=O)Cc1c(C)c2c(cc(C)c3c(C)c(C)oc32)oc1=O)C(=O)O
-7.8,ON(CCc1ccncc1)Cc1ccccc1
0.4,CCC1(CC)NC(=S)NC1=S
10.8,COc1cc2nncc(SC)c2cc1OC
-5.7,CC1CCc2ccccc2N1CC(=O)Nc1cccc(S(=O)(=O)N2CCCC2)c1 (stereo unspecified)
-5.7,CN(C(=O)c1cccc(NC(=O)Cc2cccc(NC(=O)C3CCCN(C(=O)C4CCC4)C3)c2)c1)C1CCC1 (stereo unspecified)
4.3,CCCCn1c(N)c(N(C(=O)CSc2nnnn2-c2ccc(C)cc2)C2CCCC2)c(=O)[nH]c1=O
-6.2,CCN(CC)S(=O)(=O)c1ccc(NC(=O)C2CC(=O)N(c3ccc4c(c3)OCCO4)C2)cc1 (stereo unspecified)
0.3,C(=NN1CCCCCC1)c1cccc2ccccc12

Look-ups from above.
O=C(Nc1ccccc1)c1cc2ccccc2s1 – PAFAH2 FP inh = 1.4
CC[C@@H](C)[C@H](NC(=O)Cc1c(C)c2c(cc(C)c3c(C)c(C)oc32)oc1=O)C(=O)O – PAFAH2 FP inh = 3.4
CCN(CC)c1ccc(-c2nn3c(-c4cccnc4)nnc3s2)cc1 – PAFAH2 FP inh = 0.1
CC(C)(C)C(=O)NN=C1CCC(c2ccccc2)CC1 (stereo unspecified) – PAFAH2 FP inh = 5.2
COCCNC(=O)CN(C(=O)c1ccc(N2CCCC2)nc1)c1ccc(F)c(Cl)c1 – PAFAH2 FP inh = 7.9
CCCCn1c(N)c(N(C(=O)CSc2nnnn2-c2ccc(C)cc2)C2CCCC2)c(=O)[nH]c1=O – PAFAH2 FP inh = 4.3

Reformatted with each value named: 2 of the compounds above
ON(CCc1ccncc1)Cc1ccccc1
  PAFAH2 FP inh: -7.8
CCC1(CC)NC(=S)NC1=S
  PAFAH2 FP inh: 0.4

Next part:
PAFAH2 FP inh,molecule
3.9,CC(=O)OCC(=O)C1(O)CCC2C3CC(F)C4=CC(=O)CCC4(C)C3C(=O)CC21C (stereo unspecified)
12.6,Cc1[nH]c(N)nc(=S)c1CCCNc1ccccc1
4.7,O=C(O)CNC(=O)C1(N2C(=O)c3ccccc3C2=O)CCCC1
7.6,CCOC(=O)C1CCCN(C(=O)c2ccc(NS(=O)(=O)c3ccc4[nH]c(=O)[nH]c4c3)cc2)C1 (stereo unspecified)
-4.9,O=C1C2C3C=CC(CC3)C2C(=O)N1c1ccccc1 (stereo unspecified)
-66.8,Cc1ccc(C2C(C#N)=C(N)SC(N)=C2C#N)cc1
4.2,Cc1ccc(S(=O)(=O)N2CCN(C(=O)COC(=O)CCOc3cc(C)ccc3C)CC2)c(C)c1
-1.6,CC(C(=O)N1CCc2ccccc21)N1CCN(S(=O)(=O)c2ccc3c(c2)OCCCO3)CC1 (stereo unspecified)
-1.8,Nc1cc2nc[nH]c2cc1N
-2.8,O=C1CCN(Cc2ccco2)C(=S)N1
1.5,CC(C)NC1(C#N)CCN(Cc2ccccc2)CC1
-5.8,Cc1ccc(NC(=O)c2ncn(CCCNCCCN3CCCC3=O)n2)cc1C
-4.7,COc1ccc(-c2nn(-c3ccccc3)cc2C(=O)N2CCN(S(=O)(=O)c3ccccc3[N+](=O)[O-])CC2)cc1
-6.2,COc1ccc(C=NNc2ccc([N+](=O)[O-])cn2)cc1
-3.9,O=c1[nH]c2ccc(NCc3ccc(OCc4ccccc4Cl)cc3)cc2[nH]1
6.9,Cc1ccc(S(=O)(=O)N2CCN(C(=O)COC(=O)CNC(=O)c3ccccc3F)CC2)c(C)c1
3.5,CN1C[C@@H]2[C@@H]3C(=O)N(C)C(=O)[C@@H]3[C@](C)(C1=O)N2C(=O)c1ccc(Br)cc1
10.4,COC(=O)C=CC(=NNc1ccccc1)c1ccccc1
-7.1,O=C(Nc1cccc(Cl)c1)OCCOCCOC(=O)Nc1cccc(Cl)c1
30.6*,O=C(N/N=C/c1ccc(O)c(O)c1)N/N=C/c1ccc(O)c(O)c1
6.0,O=C(COC(=O)c1cc(=O)c2ccccc2o1)NCc1ccccc1
-241.6,CCN(CC)c1ccc(C=C2SC(=S)NC2=O)cc1
-2.2,COc1ccc(C2=NN(C(=O)c3ccccc3)C(c3ccc(OC)c(OC)c3)C2)cc1OC (stereo unspecified)
3.2,COc1ccc(-c2c(C)nc3c(-c4ccccn4)cnn3c2N)cc1
1.8,Cc1ccc(S(=O)(=O)N2CCN(C(=O)COC(=O)COc3ccc(Cl)cc3)CC2)c(C)c1
22.1,Cc1ccc(NC(=O)c2ncn(CCCN(CCCn3cnc(C(=O)Nc4ccc(C)c(C)c4)n3)Cc3ccc4[nH]ccc4c3)n2)cc1C
1.4,CC1CCC(C(=O)NC(C(=O)NCCN2CCC(C)CC2)C(C)C)CC1 (stereo unspecified)
-7.3,CCOC(=O)N1CCN(C(=O)C2CCN(C(=O)c3ccccc3C)CC2)CC1
8.4,O=C(Nc1ccccc1N1CCN(C(=O)c2ccccc2)CC1)c1ccc([N+](=O)[O-])o1
-1.9,Cc1ccccc1C(c1ccccc1Cl)N(C)C (stereo unspecified)
-4.5,CCOc1ccc(NS(=O)(=O)c2ccc(C(=O)N(C)CC(=O)Nc3ccccc3Br)cc2)cc1
-3.9,c1ccc(Cc2nc3ccccc3s2)cc1
2.4,CCCc1nnc(NC(=O)C(=O)NCCN(CC)CC)s1
3.5,CC(OC(=O)c1cccc(-n2cnnn2)c1)C(=O)Nc1ccc(F)c(F)c1F (stereo unspecified)
-31.1,O=C1CSC(=S)N1N=Cc1ccc(Cl)s1
-27.5,Cc1ccccc1Oc1ccc2c(c1)[C@@H]1C[C@H](N(C)C(=O)Nc3cc(Cl)cc(Cl)c3)[C@H]([C@H](C)O)C(=O)N1CC2
-6.8,CCOC(=O)N1C(=O)NC(=O)C1c1ccc(Cl)cc1 (stereo unspecified)
-0.3,CCC(=O)N1CCN(c2ccc(NC(=O)c3ccc([N+](=O)[O-])o3)cc2Cl)CC1
1.9,CCC(C(=O)NC1CCCCC1)N(CC1CCCO1)C(=O)CNS(=O)(=O)c1ccc(OC)cc1 (stereo unspecified)
-7.3,CCOc1ccc(NC(=O)c2ccc(NC(=O)c3ccccc3Br)cc2)cc1
-14.0,COC(C[C@@H]1O[C@@H]1[C@@H](O)COCc1ccccc1)OC
-2.1,CN(C(=O)c1cccc(NC(=O)Cc2cccc(NC(=O)C3CCCN(C(=O)C4CCCC4)C3)c2)c1)C1CCC1 (stereo unspecified)
0.8,CCC(O)(Cc1ccccn1)Cc1ccccn1
2.5,COc1cc(-c2cc(C(=O)N3CCCCCC3)c3ccccc3n2)cc(OC)c1OC
-15.3,Cc1c(/C(O)=C2\C(=O)C(=O)N(CCCN(C)C)C2c2ccccc2)cnn1-c1ccccc1 (stereo unspecified)
-6.5,COc1ccc(C2CCCCCN2C(=O)C2CCN(S(=O)(=O)c3cccc(C(C)=O)c3)CC2)cc1 (stereo unspecified)
2.4,COc1ccc(-n2c(C)c(C)c3c(NCCO)ncnc32)cc1
-0.7,CCc1ccc(CN2CCC(Oc3ccc(C(=O)N4CCCCC4)cc3)CC2)cc1
1.1,Cc1ccc2nc(NC3=NCN(Cc4cccnc4)CN3)nc(C)c2c1
9.3,CCc1nc(N)nc(N)c1-c1ccc(NCCN)c([N+](=O)[O-])c1
-8.3,CC(=O)[C@H]1CC[C@H]2[C@@H]3CC=C4C[C@@H](OS(=O)(=O)O)CC[C@]4(C)[C@H]3CC[C@]12C
4.1,COc1ccc(C(CNC(=O)CNC(=O)c2cccc(C)c2)N2CCCCC2)cc1 (stereo unspecified)
0.4,Cc1cc(C)n2c(=O)[nH]nc2c1
4.5,COc1cc(C2c3[nH]c4ccccc4c3CC3COC(=O)N32)cc(OC)c1O (stereo unspecified)
2.7,Cc1cccc(NS(=O)(=O)c2ccc(C)c(C(=O)N(C)C3CCN(C)CC3)c2)c1
-2.3,CCn1c2ccccc2c2nnc(SCN3C(=O)c4ccccc4C3=O)nc21
1.0,N#CC1=C(S)N(c2ccc(F)cc2)C(c2cccs2)NC1=O (stereo unspecified)
9.8,COc1ccc(CCC(=O)N2CCN(S(=O)(=O)c3cccs3)CC2)cc1
-88.5,O=C(O)COc1ccc(/C=N/NC(=O)c2ccc(-c3csc(Nc4ccc(Cl)cc4)n3)cc2)cc1
-2.9,O=C1NC(=O)C(=Cc2ccccc2)N1

Continued:
PAFAH2 FP inh,molecule
-0.6,CC(=O)C1CCC2C3CCC4CC(=O)CCC4(C)C3C(O)CC12C (stereo unspecified)
-1.7,COc1cc(NC(=O)COC(=O)c2ccc3ccccc3n2)cc(OC)c1
-3.7,O=C(OCc1cc([N+](=O)[O-])cc2c1OCOC2)c1cccnc1SC(F)F
-7.7,CC(=O)c1ccc(OCC(=O)N2CCN(S(=O)(=O)c3ccc(Br)s3)CC2)cc1
-6.2,CC(C)(C)S(=O)N1Cc2cc(=O)n(Cc3ccccc3)c(CCO)c2[C@H]1CCO (stereo partly specified)
-6.9,CC(C)C[C@@H](CN1CCCC1CN1C(=S)NC[C@@H]1Cc1ccc(O)cc1)N1C[C@H](Cc2ccccc2)N(CC2CCCCC2)C1=S (stereo partly specified)
9.2,Cc1cc(=O)n2c3ccccc3n(CC(O)CN3CCC(C)CC3)c2c1C#N (stereo unspecified)
5.2,O=C(Nc1cc(Cl)ccc1N1CCOCC1)c1ccco1
9.2,COc1cc(N)c2ncccc2c1Br
1.1,COC(=O)NN=C1CCC(c2ccccc2)CC1 (stereo unspecified)
-19.6,CCOc1ccc(CCN2C(=S)N([C@@H](CC(C)C)CN3CCCC3CN3C(=S)NC[C@@H]3Cc3ccc(O)cc3)C[C@@H]2Cc2ccc(O)cc2)cc1 (stereo partly specified)
5.6,Cc1c(NS(=O)(=O)c2cccc(C(=O)NCc3ccccc3Cl)c2)c(=O)n(-c2ccccc2)n1C
-10.5,CCCCN(C(=O)c1cccc(S(=O)(=O)N(CC)c2ccccc2)c1)c1c(N)n(CCCC)c(=O)[nH]c1=O
6.7,O=C(COC(=O)c1cc(Br)ccc1Cl)NC1CC1
3.2,COc1ccc(C(c2nnnn2CCc2ccccc2)N2CCN(C)CC2)cc1OC (stereo unspecified)
6.6,O=C(CC(=O)c1ccccc1)CS(=O)(=O)c1ccccc1
3.8,Nc1ccc(OCc2ccccc2)cc1[N+](=O)[O-]
-1.9,Cc1ccc(OCC(=O)NC2CCS(=O)(=O)C2)c(C)c1 (stereo unspecified)
12.4,Nc1cc2c(cc1Cl)-c1ccccc1C2=NO
6.1,O=C(CNC(=O)c1ccc(Br)o1)NCc1ccccc1Cl
12.1,O=C(N=Nc1c(O)[nH]c2ccc(Br)cc12)c1cc(-c2cccs2)nc2ccccc12
2.4,CNc1ncnc2c1ncn2-c1ccccc1
4.1,CN(CC(=O)Nc1cc(S(=O)(=O)N2CCCC2)ccc1Cl)Cc1nc2ccccc2c(=O)[nH]1
6.9,CSc1ncc(C(=O)Nc2ccccc2)cn1
4.7,CC(C)[C@H](NS(=O)(=O)c1ccccc1)C(=O)OCc1cc([N+](=O)[O-])cc2c1OCOC2
0.9,COc1ccc(CCNC(=O)COc2cccc(-n3cnnn3)c2)cc1
-1.4,CC1CN(C(=O)c2ccc(CNS(=O)(=O)c3cccc(Cl)c3)cc2)CC(C)O1 (stereo unspecified)
11.4,Cn1cnc([N+](=O)[O-])c1S(=O)(=O)Oc1cccc2ccccc12
-1.2,O=C1CC[C@@H]2CC3(C[C@@H]4CCN1[C@H]24)Nc1ccccc1NC3=NC1CCCCC1 (stereo partly specified)
0.1,OC(COCc1ccccc1)COCc1ccccc1

Exported field by field: part of the list above
O=C(Nc1cc(Cl)ccc1N1CCOCC1)c1ccco1
  PAFAH2 FP inh: 5.2

Cc1c(NS(=O)(=O)c2cccc(C(=O)NCc3ccccc3Cl)c2)c(=O)n(-c2ccccc2)n1C
  PAFAH2 FP inh: 5.6
